Screening data from PubChem BioAssay.
STK33 inh: inhibitors of purified STK33 kinase, primary screen, biochemical, ADP-Glo luminescence, homogeneous, cell-free. Serine/threonine-protein kinase 33 (Homo sapiens), Q9BYT3. AID 2661, 2010. inhibition, % at 10 µM. 320,000 tested, 0.073% active. MBP phosphorylation;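 active = inhibition at or above 25%, using the most active replicate where run in duplicate; inactive = inhibition below 25%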
Target sequence (Q9BYT3 whole entry, looked up): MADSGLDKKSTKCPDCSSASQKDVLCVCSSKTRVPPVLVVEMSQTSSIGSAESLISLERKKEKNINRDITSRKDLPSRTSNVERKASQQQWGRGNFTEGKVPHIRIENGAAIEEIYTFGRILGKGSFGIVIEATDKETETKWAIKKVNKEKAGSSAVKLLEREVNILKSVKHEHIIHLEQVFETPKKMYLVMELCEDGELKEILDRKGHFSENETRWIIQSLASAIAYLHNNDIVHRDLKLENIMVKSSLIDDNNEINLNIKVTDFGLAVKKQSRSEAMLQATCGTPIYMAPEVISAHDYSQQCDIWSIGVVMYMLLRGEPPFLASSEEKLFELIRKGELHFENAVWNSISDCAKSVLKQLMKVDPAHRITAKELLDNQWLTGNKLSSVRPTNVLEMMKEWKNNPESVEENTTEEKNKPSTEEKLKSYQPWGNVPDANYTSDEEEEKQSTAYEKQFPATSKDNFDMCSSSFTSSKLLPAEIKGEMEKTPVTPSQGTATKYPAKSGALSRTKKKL
OX1R antag: antagonists of human orexin 1 receptor (OX1R); OX1R-expressing cells, FRET antagonist read-out; inhibition, % at 6.6 µM; 330,000 tested, 1.8% active; in the data active = inhibition mostly above about 38%, no sharp cut-off; inactive = mostly below about 40%;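 also: 0% = agonist challenge alone and 100% = reference antagonist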
Target sequence (O43613 whole entry, looked up): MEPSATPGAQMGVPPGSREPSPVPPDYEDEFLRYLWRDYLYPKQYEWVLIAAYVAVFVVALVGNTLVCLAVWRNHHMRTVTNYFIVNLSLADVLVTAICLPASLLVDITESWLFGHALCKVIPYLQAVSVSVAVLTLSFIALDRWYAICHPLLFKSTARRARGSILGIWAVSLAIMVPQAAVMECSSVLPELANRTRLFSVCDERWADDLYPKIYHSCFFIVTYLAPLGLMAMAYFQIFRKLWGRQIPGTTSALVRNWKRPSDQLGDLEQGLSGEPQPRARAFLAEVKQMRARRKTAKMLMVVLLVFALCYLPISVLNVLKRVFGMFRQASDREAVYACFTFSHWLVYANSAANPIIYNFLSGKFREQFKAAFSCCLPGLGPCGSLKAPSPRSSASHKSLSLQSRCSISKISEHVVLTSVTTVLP
Active calls of the source: *; nt = not tested or not shown; & = joins results of further samples.

SMILES	STK33 inh	OX1R antag
O=C(N/C(=C\c1ccccc1)C(=O)N1CCCCC1)c1ccc(Br)o1	0.6	18.6
Cc1cc(Cl)c(OCCOCCN2CCCC(C)C2)c(Br)c1 (stereo unspecified)	0.1	5.9
CCOc1ccc(S(=O)(=O)NCC2CCCO2)cc1NC(=O)c1ccccc1F (stereo unspecified)	-0.6	15.9
Cc1ccc(/C=C2\SC(=S)N(Cc3ccccc3)C2=O)o1	0.3	9.9
CC[C@@]1(C(=O)OC)N[C@H](CN(C)C(=O)Nc2ccc(F)cc2)[C@@H]2C(=O)N(Cc3ccccc3)C(=O)[C@@H]21	nt	2.7
Cn1nnc2cc(C(=O)N3CCCCCC3)ccc21	-0.8	19.4
Cn1ncc(Br)c1C(=O)O	-1.1	1.6
Cc1ccnc(NC(=O)Nc2ccc(Br)cc2Cl)c1	-0.1	18.6
CCOC(=O)c1cn2nc(Oc3cccc(C(F)(F)F)c3)ccc2n1	1.3	-5.0
Cc1ccc(S(=O)(=O)N(CC(=O)NCCSc2ccccn2)c2ccc(C)c(C)c2)cc1	-1.1	18.6
Cc1ccc(C(=O)OCC(=O)Nc2nc(-c3ccccc3)cs2)cc1NC(=O)c1ccco1	-4.4	35.2
O=C(N/N=C/c1ccc([N+](=O)[O-])o1)c1cc(-c2cccc(Br)c2)nc2ccccc12	0.8	50.5
CN1CCCc2cc3c(C(F)(F)F)cc(=O)oc3nc21	0.2	17.0
O=C(NC(=S)Nc1c(Cl)ccc2nsnc12)c1ccco1	1.5	34.4
Nn1c(SCC(=O)N2CCOCC2)nnc1-c1ccc(Cl)cc1Cl	-0.6	-1.3
CC(C)(C)c1ccc(C(=O)Nc2ccc(C=C(C#N)C#N)cc2)cc1	-0.7	32.0
O=P(O)(O)CCP(=O)(c1ccccc1)c1ccccc1	-1.5	11.7
O=C(COc1ccc([N+](=O)[O-])cc1)Nc1ccc(N2CCCC2)cc1	1.0	0.6
N#Cc1nc(COc2ccccc2)oc1N1CCC(Cc2ccccc2)CC1	-0.5	28.5
COCCc1ccc(OCC(O)CNC(C)C)cc1 (stereo unspecified)	0.1&-1.6	18.6&0.1&6.6
COc1ccccc1C(=O)Nc1nnc(-c2ccco2)s1	-0.3	59.4*
C/C(=N/N=C(/C)c1cccs1)c1cccs1	-0.4	27.5
O=[N+]([O-])c1cccc(CP(=O)(c2ccccc2)c2ccccc2)c1	0.6	15.6
Cc1cc(S(=O)(=O)Nc2ccc(F)cc2)c(C)s1	-0.2	3.9
O=C(NCCCc1ccccc1)c1cc(COc2c(F)cccc2F)on1	-1.0	7.2
O=C(NCCCO)c1c(O)c2cccc3c2n(c1=O)CCC3	-1.1	4.8
CS(=O)(=O)N1c2ccccc2[C@@]2(Br)C[C@H]3C(=O)N[C@@H](Cc4ccccc4)C(=O)N3[C@@H]12	-1.4	22.2
Cc1cc(C)cc(OCC(=O)O/N=C(\N)c2ccccn2)c1	-2.3	33.5
CCc1cccc(NC(=O)CCCSc2nc3ccccc3[nH]2)c1	-0.1	21.7
O=C(Nc1ccccc1)c1cn2ccccc2n1	2.2	8.7
COc1ccc(NC(=O)c2cccs2)cc1O	-0.5	14.7
Cc1nc2c(C)cccn2c(=O)c1NC(=O)c1ccco1	-1.2	17.6
O=S(N1CCc2ccccc21)C12CC3CC(CC(C3)C1)C2 (stereo unspecified)	0.1	9.3
CSc1ccccc1OCc1cc(C(=O)N2CCN(c3ccccc3)CC2C)no1 (stereo unspecified)	-1.1	38.5
Cc1ccc(C(=O)NCC(=O)NCC(=O)OCC(=O)c2ccc(F)cc2)cc1	nt	16.7
CC(=O)Nc1ccc(NC(=O)CSc2ccc(-c3ccc4c(c3)OCO4)nn2)cc1	0.5	-4.2
COC(=O)C(CC(=O)c1ccc(C)cc1)n1nc(C)cc1C (stereo unspecified)	-1.1	8.3
CC(=O)Nc1ccc(Cc2nc3ccccc3[nH]2)cc1	-0.7	4.7
COc1ccc(NC(=O)CSc2nc3c(c(=O)n2-c2ccccc2OC)SCC3)cc1	0.1	3.2
CCc1nnc(NC(=S)Nc2ccccc2)s1	-1.6	2.5
CC(=O)c1cccc(N2Cc3ccccc3C2=NC(=O)CCl)c1	-0.9	3.5
O=C(NC1CCCCC1)c1cc(Cl)ccc1[N+](=O)[O-]	-1.5	23.5
O=C(CCN1C(=O)NC2(CCCC2)C1=O)Nc1ccc(-c2nc3ccccc3s2)cc1	nt	15.1
CCOC(=O)N1CCN(S(=O)(=O)N2CCCC(C(=O)NCCc3ccc(C)cc3)C2)CC1 (stereo unspecified)	-0.6	14.8
O=C(NCc1cccs1)c1cc(-c2ccccc2)nn1CC1CC(c2cccnc2)=NO1 (stereo unspecified)	0.4	32.4
COc1ccc(C2CC(c3ccccc3)=NN2C(=O)COC(=O)c2cccnc2Cl)cc1 (stereo unspecified)	-2.4	7.1
COc1ccc(OCC(=O)N2N=C(C)CC2(O)C(F)(F)F)cc1 (stereo unspecified)	3.4	24.7
Cc1sc(NC(=O)c2cc3ccccc3oc2=O)c(C(=O)OC(C)C)c1-c1ccccc1	-1.6	27.0
Cc1nn(-c2ccccc2)c(Cl)c1/C=N/NC(=O)c1[nH]ncc1Br	5.3	41.0
COc1ccc(CN2CC(=O)N(c3cccc(Cl)c3)C2=S)cc1OC	0.0	19.1
COc1ccc(C2=NOC(Cn3nc(C(=O)NCc4ccc5c(c4)OCO5)cc3-c3ccccc3)C2)cc1 (stereo unspecified)	1.2	35.3
Cc1nnc(SCC(=O)NC(=O)NC2CCCC2)n1N	-1.2	20.6
COC(=O)C1=C(NC(=O)c2cccc(OC)c2)CCS1	0.5	25.6
COc1ccc(OCc2cccc(C(=O)N3CCCC3)c2)cc1	-0.7	7.7
CC(C)=CCc1c(-c2ccc(O)cc2O)oc2c3c(cc(O)c2c1=O)OC(C)(C)C=C3	0.1	8.8
CCOC(=O)/C=C1\SCC(=O)N1CC(=O)NCCOC	-0.2	13.1
CCOc1ccc(CN2CCN(Cc3cnc(-c4ccccc4)s3)CC2CCO)cc1 (stereo unspecified)	-1.4	0.9
Cc1ccc(C)c(NC(=S)NC23CN4CN(CN(C4)C2)C3)c1	-0.8	11.0
O=C(Nc1cccc(-n2cnnn2)c1)c1cc(Cl)ccc1Cl	-1.9	3.3
COC(=O)c1ccc(Cl)c(S(=O)(=O)N2CCCC2)c1	-0.5	15.3
(cont.)
SMILES	STK33 inh	OX1R antag
Cc1ccc(CNC(=O)c2ccc3c(=O)n(CCCN4CCCC4=O)c(=S)[nH]c3c2)cc1	-1.4	6.9
Cc1cccc(C)c1NC1=NCCCCC1	-1.1	18.1
COc1cccc(OCC(=O)NNC(=S)Nc2ccc(Cl)cc2Cl)c1	-0.7	12.6
CC(=O)NS(=O)(=O)c1ccc(NS(=O)(=O)c2ccc3ccccc3c2)cc1	-3.4	-6.5
O=c1[nH]c2cc3c(cc2cc1CN(Cc1cccnc1)C(=S)NCc1ccco1)OCCO3	0.8	9.4
COc1ccc(/C=N/Nc2nc(N3CCCC3)nc(N3CCCC3)n2)c(OC)c1OC	0.4	21.2
Cc1cc(S(=O)(=O)N2CCOCC2)ccc1OCC(=O)NCC1CCCO1 (stereo unspecified)	-2.7	-1.6
CC(=O)Nc1ccc(NC(=O)Cc2sc(C)nc2-c2ccc(C)cc2)cc1	nt	12.3
O=C(NC1CC1)C1C2C3C4CC5C3C5C4C12 (stereo unspecified)	-1.9	7.0
Cn1c(CNC(=O)c2ccco2)nnc1SCC(=O)Nc1c(F)cc(F)cc1Br	-0.9	10.7
COC(=O)c1[nH]c2ccc(C)cc2c1NC(=O)CN1CCc2cc(OC)c(OC)cc2C1	-0.5	12.2
O=C(c1cc(-c2ccc(Cl)cc2Cl)on1)N1CCOCC1	0.0	2.0
COc1ccccc1/C=N/Nc1nncc2ccccc12	1.1	9.8
COc1ccc(-c2ccnc(SCC(=O)c3ccc(Cl)cc3)n2)cc1	0.5	22.4
CCOc1ccc(CCNC(=O)C2CCCN(S(C)(=O)=O)C2)cc1OCC (stereo unspecified)	-3.0	4.3
CC(C)(C)c1ccc(CSc2ccc(S(=O)(=O)N3CCOCC3)cn2)cc1	-0.5	3.5
Cc1ccc(N2C(=O)c3n[nH]c(C)c3C2c2ccco2)cc1 (stereo unspecified)	-3.2	13.3
COc1ccccc1Oc1nc2ccccn2c(=O)c1/C=C(\C#N)C(=O)Nc1c(C)n(C)n(-c2ccccc2)c1=O	0.5	17.5
COc1cccc(C=N[C@@H](CO)[C@@H](O)c2ccc([N+](=O)[O-])cc2)c1O	-0.3	6.1
CCOc1ccc(-n2ccnc(SCC(=O)NC3CCCC3)c2=O)cc1	0.4	26.2
Nc1ccc2c(c1)CCC2=O	-1.4	0.3
O=C(c1ccccc1)N1C(=O)C(c2ccccc2)Oc2ccccc21 (stereo unspecified)	-1.4	13.3
COc1ccc(CN2CCCC(C(=O)c3ccc(Cl)cc3)C2)cc1Cn1cccn1 (stereo unspecified)	-2.4	31.7
CCN(CC(=O)N1CCOCC1)S(=O)(=O)c1ccc(F)cc1	-0.7	6.3
COc1ccc(-c2nnn(CC#N)n2)cc1OC	-0.9	33.8
CCCOc1ccc(-c2c(C(=O)N/N=C/c3ccccc3OCC)nnn2-c2nonc2N)cc1	-0.7	11.6
Cc1ccnc(NC(=O)c2cc(-n3cnnc3)ccc2Cl)c1	0.4	-2.0
O=C1N=C(N2CCCC2)S/C1=C\C=C\c1ccccc1	0.5	23.7
CC(=O)C1=C(C)NC(SCC(=O)c2ccccc2)=C(C#N)C1c1ccco1 (stereo unspecified)	-0.2	11.6
Cc1ccc(S(=O)(=O)N2CCC(C(=O)NN3CCCCC3)CC2)cc1	-0.4	-4.8

14 entries from above, in CSV form.
molecule,STK33 inh,OX1R antag
COc1ccc(-c2ccnc(SCC(=O)c3ccc(Cl)cc3)n2)cc1,0.5,22.4
CCOc1ccc(CCNC(=O)C2CCCN(S(C)(=O)=O)C2)cc1OCC (stereo unspecified),-3.0,4.3
CC(C)(C)c1ccc(CSc2ccc(S(=O)(=O)N3CCOCC3)cn2)cc1,-0.5,3.5
Cc1ccc(N2C(=O)c3n[nH]c(C)c3C2c2ccco2)cc1 (stereo unspecified),-3.2,13.3
COc1ccccc1Oc1nc2ccccn2c(=O)c1/C=C(\C#N)C(=O)Nc1c(C)n(C)n(-c2ccccc2)c1=O,0.5,17.5
COc1cccc(C=N[C@@H](CO)[C@@H](O)c2ccc([N+](=O)[O-])cc2)c1O,-0.3,6.1
CCOc1ccc(-n2ccnc(SCC(=O)NC3CCCC3)c2=O)cc1,0.4,26.2
Nc1ccc2c(c1)CCC2=O,-1.4,0.3
O=C(c1ccccc1)N1C(=O)C(c2ccccc2)Oc2ccccc21 (stereo unspecified),-1.4,13.3
COc1ccc(CN2CCCC(C(=O)c3ccc(Cl)cc3)C2)cc1Cn1cccn1 (stereo unspecified),-2.4,31.7
CCN(CC(=O)N1CCOCC1)S(=O)(=O)c1ccc(F)cc1,-0.7,6.3
COc1ccc(-c2nnn(CC#N)n2)cc1OC,-0.9,33.8
CCCOc1ccc(-c2c(C(=O)N/N=C/c3ccccc3OCC)nnn2-c2nonc2N)cc1,-0.7,11.6
Cc1ccnc(NC(=O)c2cc(-n3cnnc3)ccc2Cl)c1,0.4,-2.0

Continued:
SMILES	STK33 inh	OX1R antag
O=C(NC1CCCC1)C1CCN(c2cnccn2)CC1	-0.5	-5.2
COCCNC(=O)c1cccc(OC2CCN(Cc3ccccc3OCCO)CC2)c1	0.3	28.9
COc1ccccc1CC(=O)NCc1ccc2c(c1)OCO2	0.1	7.4
COc1ccc(NC2=CC(=O)CC(c3ccccc3)C2)cc1 (stereo unspecified)	-2.0	0.7
Cn1c(NN)nc2sc3c(c2c1=O)CCC3	1.4	6.1
CCOC(=O)Cc1c(C)nc2c(-c3ccccc3)c(-c3ccccc3)[nH]n2c1=O	nt	5.2
COC(=O)C(C)N(c1ccc(C)cc1)S(=O)(=O)c1c(C)[nH]c(=O)[nH]c1=O (stereo unspecified)	-1.4	13.7
C=CCSc1nnc(-c2cnn(-c3ccccc3)c2-n2cccc2)n1C	-0.8	7.5
O=C(O)CC1(CC(=O)Nc2ccccc2Br)CCCC1	-0.7	3.6
CCN(CC)S(=O)(=O)c1ccc(N2CCCC2)c(NC(=O)c2c(-c3ccccc3)noc2C)c1	-0.7	4.4
S=C(NCc1ccc(Cl)cc1)NC12CC3CC(CC(C3)C1)C2	-1.7	9.2
O=C(Nc1cccc(NC(=O)c2ccco2)c1)c1ccc2c(c1)OCO2	1.9	10.8
Cn1cccc1/C=N/NC(=O)c1cccnc1	-0.5	7.3
O=C(Nc1ccc(F)cc1)C1CCC(N2C(=O)c3ccccc3C2=O)CC1 (stereo unspecified)	0.3	14.1
CSCCC(NC(=O)c1ccccc1)C(=O)OCC(=O)Nc1ccc(C)c(Cl)c1 (stereo unspecified)	-2.1	25.0
O=C(NCc1ccco1)c1cc(S(=O)(=O)N2CCOCC2)ccc1Br	-1.4	7.5
CC(=O)Nc1ccc(NC(=O)C2CCN(C(=O)C3CC(=O)N(c4ccc(C)cc4)C3)CC2)cc1 (stereo unspecified)	3.2	4.2
COc1cccc(N2CC(C(=O)N3CCC4(CC3)CC(=O)c3ccccc3O4)CC2=O)c1 (stereo unspecified)	0.1	28.4
N#CCCNS(=O)(=O)c1ccc(C(=O)OCC2CCCCC2)cc1	-1.6	4.8
COc1cc(NC(=O)COc2c(C)cc(C)cc2[N+](=O)[O-])c(OC)cc1Cl	-4.2	2.3
Cc1ccc(N2CC(C(=O)Nc3cccnc3)CC2=O)cc1Cl (stereo unspecified)	1.7	17.1
COc1cccc(/C=N/NC(=O)CCc2n[nH]c(=O)[nH]c2=O)c1O	-0.4	7.9
O=C(Nc1cccc([N+](=O)[O-])c1)Nn1cnnc1	-2.5	36.5
COc1ccc(S(=O)(=O)N(C)CC(=O)N2CCCCCC2)cc1OC	-1.4	38.4
Cc1ccc(NC(=O)COC(=O)c2ccc(-n3cccn3)cc2)cc1C	nt	-3.0
CCCCN(C(=O)c1c(-c2ccccc2)noc1C)c1c(N)n(CCC)c(=O)[nH]c1=O	-0.1	6.7
COc1ccc(OC)c(N/C(C)=C/C(=O)c2ccccc2)c1	-1.0	11.1
